Screens: PubChem, several laboratories
MT1-MMP act inh: MT1-MMP (human) activation inhibition; GFP/RFP ratio change, % at 20 µM; P50281; HT1080 RFP-PRO-GFP cells, GFP/RFP ratio fluorescence, overnight; percent of plate control window, DMSO zero; 360,000 tested, 0.061% active; AID 651647;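 active = GFP/RFP ratio change of at least 30% with cell ATP level not reduced by more than half and red fluorescence within 50% of control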; note: strong numbers were not always called active
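Assay system: HT1080 cells carrying an RFP-PRO-GFP reporter | Dosing: Single dose of 20 µM compound, 1% DMSO final | Incubation: Cells overnight before dosing, compound overnight, 37 °C, 5% CO2 | Evaluation: GFP/RFP fluorescence ratio | Control set: DMSO and RFP-L50D-GFP cell wells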
MsrA inh: bovine MsrA inhibition; inhibition, % at 15.5 µM; 360,000 tested, 0.75% active; AID 651718; purified bovine MsrA, absorbance read-out; in the data active = inhibition above about 4.5%;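 note: 0% = vehicle wells with enzyme and 100% = reference inhibitor wells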
Tb MetRS inh: Trypanosoma brucei MetRS inhibition | AID 624268 | inhibition, % at 11.9 µM | purified T. brucei MetRS, ATP depletion, Kinase-Glo luminescence | 360,000 tested, 0.4% active;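 active = inhibition above a per-plate cutoff of the control wells' mean inhibition plus 3 SD, cut at about 5.5% in these data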;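 note: 0% = DMSO wells median and 100% = median of wells with control inhibitor compound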
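Dosing: 11.9 µM single point; system: parasite MetRS enzyme; technique: luminescence of leftover ATP; times: 15 min enzyme-compound preincubation, 2 h reaction, 10 min detection, 25 °C; replicates: each compound tested once; read-out basis: percent inhibition relative to median high and low control wells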
PABP1 MLLE inh: inhibitors of microRNA-mediated deadenylation, human PABP1 MLLE binding. P11940. GST-MLLE / FITC-PAM2 fluorescence polarization. inhibition, % at 20 µM. 360,000 tested, 0.36% active; in the data active = inhibition above about 35%, passing the limit was not always enough;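 note: plate controls were DMSO wells with GST-MLLE for no effect and wells lacking GST-MLLE protein for full effect; some results filed as inactive read as strong as hits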
Target sequence (P11940 whole entry, looked up): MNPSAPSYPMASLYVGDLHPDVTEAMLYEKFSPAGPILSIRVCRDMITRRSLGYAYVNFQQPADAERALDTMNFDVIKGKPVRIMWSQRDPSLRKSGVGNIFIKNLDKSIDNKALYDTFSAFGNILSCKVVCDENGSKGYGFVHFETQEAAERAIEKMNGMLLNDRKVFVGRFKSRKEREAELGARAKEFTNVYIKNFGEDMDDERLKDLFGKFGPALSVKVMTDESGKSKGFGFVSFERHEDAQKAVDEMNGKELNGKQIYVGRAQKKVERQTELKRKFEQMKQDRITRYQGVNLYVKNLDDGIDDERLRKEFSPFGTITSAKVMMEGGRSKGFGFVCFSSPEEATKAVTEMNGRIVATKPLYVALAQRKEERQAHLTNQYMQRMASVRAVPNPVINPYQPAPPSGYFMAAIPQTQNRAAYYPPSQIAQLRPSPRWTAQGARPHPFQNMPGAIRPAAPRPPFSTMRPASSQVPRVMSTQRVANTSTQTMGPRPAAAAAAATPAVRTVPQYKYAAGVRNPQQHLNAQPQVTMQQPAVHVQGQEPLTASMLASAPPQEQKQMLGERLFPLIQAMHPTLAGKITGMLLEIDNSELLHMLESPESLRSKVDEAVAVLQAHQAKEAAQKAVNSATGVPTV
FAS TE block: blocks the thioesterase domain of human fatty acid synthase; 360,000 tested, 0.67% active; P49327; recombinant FAS-TE, OMFH fluorogenic substrate, fluorescence endpoint; AID 602261; inhibition, % at 15 µM;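 active = compounds whose normalised, plate-corrected inhibition of enzyme fluorescence in the single-dose primary screen is 50% or more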;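 note: 0% = DMSO with enzyme and 100% = substrate without enzyme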
bovine MsrA act: bovine methionine sulfoxide reductase A activation; purified bovine MsrA, absorbance read-out; activation, % at 10.6 µM; 360,000 tested, 0.3% active; in the data active = activation above about 7.5%;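 note: 0% = vehicle and 100% = reference activator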
eLon inh: E. coli protease La inhibition; P0A9M0; purified E. coli Lon protease, fluorescence polarization; inhibition, % at 7.94 µM; 360,000 tested, 0.42% active; AID 602123; in the data active = inhibition above about 13%, passing the limit was not always enough;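 note: 0% = enzyme with probe and DMSO and 100% = no enzyme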
SKN-1 block: blocks SKN-1 activity in C. elegans. C. elegans VP596 Pgst-4::GFP/RFP ratio, acrylamide-induced, 24 h. inhibition, % at 21.8 µM. 360,000 tested, 0.49% active. AID 624304;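 active = interference check ratio from 0.5 to 1.5 plus GFP to RFP signal ratio inhibition reaching or exceeding a fixed threshold, cut at about 30% in these data, passing the limit was not always enough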; note: some compounds called inactive have numbers as strong as hits
NRP1-CendR mod: alters CendR peptide binding to human NRP-1. O14786. FAM-RPARPAR peptide binding to NRP-1, fluorescence polarization. inhibition, % at 25 µM. 360,000 tested, 0.85% active. AID 602438;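 active = inhibition or corrected inhibition above about 18%, plus a signal ratio from 0.5 to 1.5, limit read from the data, passing the limit was not always enough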; note: strong numbers were not always called active
An asterisk follows results filed as active; . = no result given. Rows were taken by chance. About 4% of those tested had a hit in this group.

SMILES | MT1-MMP act inh | MsrA inh | Tb MetRS inh | PABP1 MLLE inh | FAS TE block | bovine MsrA act | eLon inh | SKN-1 block | NRP1-CendR mod
Nc1ccn([C@@H]2O[C@H](C(=O)N3CCN(c4ccc(Cl)cn4)CC3)[C@@H](O)[C@H]2O)c(=O)n1 | 5 | 1.1 | -0.8 | -6 | -1 | -7 | -2 | -3 | 1
CC1CCCCN1C(=O)COc1ccc(S(=O)(=O)N2CCCC2)cc1[N+](=O)[O-] (stereo not given) | -6 | -0.9 | -0.2 | -4 | -3 | -2 | 4 | 5 | -9
CCOC(=O)c1cnc(-n2cc(C)cn2)nc1NCc1ccc2c(c1)OCO2 | -9 | -0.7 | 0.3 | -4 | 19 | -2 | -5 | 14 | -10
COc1ccc(C(=O)NNC(=S)NC(=O)c2cccnc2)cc1 | 6 | 0.5 | -0.7 | -16 | -7 | 2 | 4 | -5 | -2
NS(=O)(=O)c1ccc(NC(=O)/C=C/c2cn(-c3ccccc3)nc2-c2cccc(Cl)c2)cc1 | 1 | 3.7 | 3.3 | -5 | 8 | -4 | 1 | -10 | -12
CC(C)c1nnc(NC(=O)CN(C)S(=O)(=O)c2ccc3c(c2)OCCO3)s1 | 4 | -0.7 | -0.6 | -4 | -4 | -2 | -7 | -9 | -7
CC1=NNC(=O)C1C(c1ccc(Cl)cc1)C(C#N)C#N (stereo not given) | -2 | 1.5 | 0.5 | 2 | 12 | -2 | -4 | -1 | 4
COc1ccc2ccccc2c1/C=N/Nc1cccc(C(=O)O)c1 | 1 | 2.5 | 0.4 | -2 | 0 | 0 | -8 | 15 | -2
O=C(NCCc1ccc(Cl)cc1)c1ccc2[nH]c(=O)c(=O)[nH]c2c1 | -4 | 2.2 | 0.6 | -5 | -7 | -3 | -8 | -2 | -7
COc1ccc(Nc2nc(N/N=C/c3ccc(N(C)C)cc3)nc(C)c2[N+](=O)[O-])cc1 | 5 | 3.0 | -1.1 | 10 | -9 | -7 | -7 | 2 | -5
Fc1ccccc1CNCC1CCCO1 (stereo not given) | 0 | -0.3 | -1.2 | 0 | -4 | -2 | -4 | -8 | 4
O=C(/C=C/c1ccccc1)OCC(=O)c1c[nH]c2ccccc12 | 5 | 0.1 | 0.8 | -25 | 6 | 0 | -14 | -4 | -6
COc1ccccc1N1CCN(C(=O)C2CCN(S(=O)(=O)c3ccc4c(c3)CC(C)N4C(C)=O)CC2)CC1 (stereo not given) | 4 | -0.2 | 0.0 | 4 | 0 | -1 | -10 | 12 | 14
O=S(=O)(CCc1ccncc1)C1Cc2cccc3cccc1c23 (stereo not given) | -1 | 0.4 | 0.2 | -11 | -4 | -2 | 6 | 13 | 3
Cc1ccc(-c2nc3c(C)cc(Br)cn3c2Cc2ccsc2)cc1 | -1 | 0.5 | 0.0 | -16 | 14 | 2 | 7 | 28 | -1
CCCCCc1ccc2cc(C#N)ccc2n1 | 3 | -1.3 | -0.9 | 1 | 3 | -4 | 10 | 26 | 7
Oc1c(C(c2ccccn2)N2CCCCC2)cc(Cl)c2cccnc12 (stereo not given) | -9 | -0.6 | -0.9 | 11 | 7 | 0 | -2 | 3 | -2
CC(Sc1nnnn1C1CC1)C(=O)Nc1cccc(S(=O)(=O)N2CCOCC2)c1 (stereo not given) | -2 | -0.8 | -0.2 | -2 | 0 | -2 | 9 | -12 | 1
COc1ccc2c(c1)c(CC(=O)Nc1cc(C)ccc1C)c(C)n2C(=O)c1ccc(Cl)cc1 | -5 | 3.3 | 0.1 | -38 | 21 | -5 | -5 | 4 | -10
Cc1ccsc1/C=C1/C(=O)NN(c2ccccc2)C1=O | -2 | 1.5 | -0.9 | -10 | -3 | -1 | -7 | 3 | -11
CCN(CC)c1ccc(/C=C2\NC(=O)NC2=O)cc1 | 0 | -1.3 | -0.5 | -24 | -9 | 0 | -21 | 16 | -21
CN(C)S(=O)(=O)c1ccc(C(=O)OCC(=O)NC(=O)NC2CCCC2)cc1 | 2 | 1.3 | -0.5 | -3 | -3 | -10 | 12 | -18 | -2
CC(C)n1cc(NC(=O)C2CC(c3cccc(Br)c3)=NO2)cn1 (stereo not given) | 2 | -0.4 | -1.4 | 2 | -4 | -13 | -2 | 0 | 3
CCC(NC(=O)CCc1c(C)c2cc3c(C)c(C)oc3cc2oc1=O)C(=O)N[C@@H](Cc1ccccc1)C(=O)O (stereo not given in full) | 4 | 1.4 | -0.8 | -6 | 1 | 0 | -12 | 14 | -7
COc1ccc(C2=CC3=C(Br)C(=O)C(C)(OC(=O)C4CCCC4)C(=O)C3=CO2)cc1 (stereo not given) | -1 | . | 0.7 | -24 | -2 | -3 | -6 | 11 | -22

(list continues)
SMILES | MT1-MMP act inh | MsrA inh | Tb MetRS inh | PABP1 MLLE inh | FAS TE block | bovine MsrA act | eLon inh | SKN-1 block | NRP1-CendR mod
CCOC1CCCc2oc(-c3ccsc3)c(-c3cnc(OC)nc3)c21 (stereo not given) | 3 | 1.2 | -1.0 | . | 1 | -4 | -8 | 0 | -1
COc1ccc(C2SCC(=O)N2Cc2ccccc2)cc1 (stereo not given) | 4 | -0.8 | 0.3 | 29 | 8 | 1 | -5 | -12 | 10
CC(=O)c1ccc2c(c1)c(C#N)c1ccccc1[n+]2[O-] | -2 | 1.7 | -1.4 | 174 | 10 | -9 | 96* | -20 | 54
Cc1ccccc1-c1cc(C(=O)Nc2sc(C(=O)OC(C)C)c(C)c2C#N)c2ccccc2n1 | -25 | -0.9 | -0.3 | 24 | 31 | -7 | -4 | -6 | -13
CCCCN(CCCC)CC(O)Cn1c2ccccc2c(=O)c2ccccc21 (stereo not given) | -1 | -0.3 | 0.4 | 7 | -6 | -1 | -2 | 23 | -16
COc1ccc(-n2nnnc2C(c2ccccc2OC(F)(F)F)N2CCN(C/C=C/c3ccccc3)CC2)cc1 (stereo not given) | -8 | 2.1 | -0.4 | 2 | 24 | 0 | 4 | -2 | 8
CCCNC(=O)C1(C)CCCN(Cc2ccc(Oc3ccccc3)cc2)C1 (stereo not given) | -4 | 0.8 | -0.4 | 0 | -3 | -1 | -3 | 12 | -9
COc1ccccc1C(=O)NCC(=O)OCC(=O)Nc1ccc2[nH]c(=O)[nH]c2c1 | 3 | 0.6 | -0.1 | 6 | -6 | -4 | -3 | 5 | -4
CC1CN(S(=O)(=O)c2ccc(C(=O)Nc3nc(-c4cc5ccccc5o4)cs3)cc2)CC(C)O1 (stereo not given) | -12 | -0.4 | -0.9 | -6 | -2 | -5 | 1 | -2 | -9
COC(=O)C1=C(C)N=c2s/c(=C/c3cccs3)c(=O)n2C1c1cccs1 (stereo not given) | -5 | 1.1 | 0.1 | -89 | -3 | -1 | 2 | 39* | 4
COc1ccccc1C(=O)Nc1ccccc1C(=O)N1C(C)CCCC1C (stereo not given) | -4 | 0.7 | -0.6 | 8 | 2 | -4 | 4 | 6 | 8
Cc1ccc(-c2nn(-c3ccccc3)cc2C(=O)N2CCN(C3CCS(=O)(=O)C3)CC2)cc1 (stereo not given) | -2 | -1.7 | 0.0 | -52 | -3 | 1 | -1 | 6 | 4
O=C(Nc1ccc(Cl)cc1)c1ccc(-c2ccccn2)s1 | 2 | 0.5 | -0.3 | -9 | -4 | -3 | -2 | 0 | 5
CCC(CC)NC(=O)Cc1ccccc1[N+](=O)[O-] | -2 | -1.1 | -1.8 | -9 | -3 | -4 | -3 | -2 | 4
CC(C)(C)OC(=O)N(CCc1ccccc1)Cc1cccc(OCc2cccc(NC(=O)C3CC3)c2)c1 | -13 | 1.0 | -1.0 | -3 | 23 | 1 | 3 | -5 | -3
CC(=O)Nc1ccc(NC(=O)CSc2ncc(C(=O)Nc3ccc(F)cc3)c(=O)n2C)cc1 | 1 | 0.9 | -0.4 | -10 | -8 | -8 | 5 | 4 | -33
COc1ccc(CCN(C)C(=O)CSc2ncnc3sccc23)cc1OC | 2 | 0.1 | -0.3 | -47 | -15 | -2 | -14 | 8 | -66
CC(=O)Nc1cc(-c2cccc(N)c2)cn2c(-c3ccccc3)cnc12 | -2 | -0.2 | 0.0 | 5 | 9 | -2 | -3 | 13 | -9
COCCNC(=O)C(=O)N/N=C(\C)CC(=O)Nc1cccnc1 | 5 | 0.3 | -0.5 | 2 | -3 | -4 | 3 | -6 | 4
CCOc1ccc(/C=C2\SC(=S)N(C(C(=O)O)c3ccccc3)C2=O)cc1OC (stereo not given) | -2 | 0.2 | 0.3 | -2 | -3 | -2 | 1 | -2 | -9
O=C(C1=C[C@H](C2CCCCC2)C[C@H](OCCCCO)O1)N1CCN(Cc2ccccc2)CC1 | 0 | -0.7 | -0.2 | 6 | 12 | 0 | -4 | -3 | 6
COc1ccccc1CNC(=O)C(C)n1nc(C)c2c(C)n(-c3ccccc3)nc2c1=O (stereo not given) | 4 | 0.3 | -0.5 | -10 | -2 | 5 | -4 | 13 | 16
CN(C(=O)CSc1nc2ccccc2o1)C1CCS(=O)(=O)C1 (stereo not given) | 2 | 0.6 | -0.1 | -31 | -5 | -2 | -14 | -9 | -4
COC(=O)Cn1c2ccc(OC)cc2c2nc(C)sc21 | 4 | 0.4 | -0.6 | -6 | -4 | -3 | -1 | -3 | -6
CCN1C(=O)[C@H]2[C@@H](c3ccc(C)cc3)N[C@]3(CCCN(CCC(C)C)C3=O)[C@H]2C1=O | 4 | -0.4 | -1.2 | 9 | -9 | -7 | -2 | -2 | -5

Part of the list above in another layout:
Molecule,MT1-MMP act inh,MsrA inh,Tb MetRS inh,PABP1 MLLE inh,FAS TE block,bovine MsrA act,eLon inh,SKN-1 block,NRP1-CendR mod
COc1ccccc1CNC(=O)C(C)n1nc(C)c2c(C)n(-c3ccccc3)nc2c1=O (stereo not given),4,0.3,-0.5,-10,-2,5,-4,13,16
CN(C(=O)CSc1nc2ccccc2o1)C1CCS(=O)(=O)C1 (stereo not given),2,0.6,-0.1,-31,-5,-2,-14,-9,-4
COC(=O)Cn1c2ccc(OC)cc2c2nc(C)sc21,4,0.4,-0.6,-6,-4,-3,-1,-3,-6
CCN1C(=O)[C@H]2[C@@H](c3ccc(C)cc3)N[C@]3(CCCN(CCC(C)C)C3=O)[C@H]2C1=O,4,-0.4,-1.2,9,-9,-7,-2,-2,-5

Going on with the list.
SMILES | MT1-MMP act inh | MsrA inh | Tb MetRS inh | PABP1 MLLE inh | FAS TE block | bovine MsrA act | eLon inh | SKN-1 block | NRP1-CendR mod
Cc1cccc(Nc2nc3ccccc3n3nnnc23)c1 | 0 | 1.5 | -0.1 | 14 | -4 | -1 | -2 | 6 | 5
CN(C(=O)CSc1nncc2ccccc12)c1ccccc1 | -7 | 1.1 | -0.2 | 6 | -9 | -8 | -5 | 2 | -10
COc1ccc(-n2c(Cc3cccn3C)nnc2SCC(=O)NCc2ccccc2Cl)cc1 | 2 | -0.3 | -0.3 | -10 | 4 | 5 | -6 | 0 | 17
O=C(Nc1nnc(-c2ccc(Cl)cc2)o1)C1=COCCO1 | 4 | 1.0 | -0.5 | 5 | -8 | -8 | -6 | -1 | -2
Cc1ccc(S(=O)(=O)N2CCN(C(=O)c3cc4c(C)nn(-c5ccccc5C)c4s3)CC2)cc1 | 1 | 1.8 | -0.6 | -1 | -1 | -3 | 1 | -26 | -11
CCCN(CC1CC1)C(=O)COC(=O)c1oc2c(F)cccc2c1C | -5 | -0.7 | -0.3 | -7 | 20 | -9 | 10 | -10 | -5
